# IDE cell inh – inhibits human insulin-degrading enzyme in HEK cells. P14735. FAbetaB cleavage, fluorescence polarization. inhibition, % at 5.59 µM. 320,000 compounds, 0.41% hits. AID 434962;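 active means percent inhibition above the average of all tested compounds plus 3 SD, set per screening campaign, cut at about 16% in these data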;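 further: IDE supplied by intact live HEK cells; FP after avidin binding of uncleaved biotin substrate so inhibition keeps polarization high; 0% = DMSO wells and 100% = 60 µM reference IDE inhibitor Ii1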
# PfM18AAP inh – blocks P. falciparum M18 aspartyl aminopeptidase; recombinant PfM18AAP, H-Glu-NHMec fluorogenic cleavage; inhibition, % at 7.35 µM; 290,000 compounds, 1.2% hits;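 active means inhibition above the campaign mean inhibition over all tested compounds plus 3 SD, cut at about 28% in these data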;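 further: 0% = plate median of test compound wells and 100% = 2 mM ZnCl2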
# IMP-1 inh – blocks Pseudomonas aeruginosa IMP-1 metallo-beta-lactamase | purified IMP-1, nitrocefin hydrolysis, epi-absorbance fluorescence | inhibition, % at 5.6 µM | 290,000 compounds, 0.45% hits;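 active means inhibition above the mean plus 3 SD of all compounds in the same screening run, cut at about 4.5% in these data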;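 further: 0% = IMP-1 with DMSO and 100% = DMSO wells lacking enzyme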
#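 Assay system: purified IMP-1; Quantity: IMP-1 0.2 nM before substrate addition; Medium: HEPES buffer pH 7.1 with ZnSO4 and Brij 35; Incubation: 15 min enzyme–compound preincubation, then 25 min nitrocefin reaction, 25 °C; Signal: fluorescence quenching readout, ex 480/em 530 nm; Controls: DMSO with and without IMP-1; Repeats: singlicate testing.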
# pCIP destab – lowers stability of the mouse p/CIP coactivator protein | Q05BA5 | F442A p/CIP-EGFP cells, EGFP fluorescence, 16 h | decrease of EGFP signal, % at 10 µM | 290,000 compounds, 0.01% hits | AID 1984;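 active means EGFP signal decrease of at least 30% at 10 µM or well 3 SD below plate mean, unless failing retest; inactive means the rest, including hits failing retest or dose response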; further: some compounds called inactive have numbers as strong as hits; many of its hits are not listed in these tables
# GPR7 antag – blocks human GPR7 receptor signaling; GPR7-expressing cells, fluorescence antagonist assay; inhibition, % at 4.4 µM; P48145; 290,000 compounds, 1.1% hits; in the data active means inhibition above about 16%, passing the limit was not always enough;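 further: cells stimulated with the agonist NPW; 0% = agonist with vehicle and 100% = vehicle without agonist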
# IDE act – boosts human insulin-degrading enzyme activity in HEK cells. 340,000 compounds, 0.073% hits. activation, % at 5.96 µM. FAbeta-B cleavage, fluorescence polarization; 0% vehicle, 100% cell-free pure enzyme wells. AID 493087. P14735;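 active means activation above the mean of all tested compounds plus 3 SD, set per screening campaign, cut at about 17% in these data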
# NALP1 inh – inhibitors of NALP1 inflammasome in yeast; inhibition, % at 10 µM; 280,000 compounds, 0.61% hits; S. cerevisiae NALP1/ASC/caspase-1 growth, X-gal OD620, 72 h; in the data active means inhibition mostly above about 24%, no sharp cut-off; inactive means mostly below about 32%; further: some compounds called inactive have numbers as strong as hits
# PHOSPHO1 block – blocks human PHOSPHO1 phosphatase activity. Q8TCT1. recombinant PHOSPHO1, absorbance phosphatase assay. inhibition, % at 13.3 µM. 290,000 compounds, 1.1% hits; in the data active means inhibition above about 60%
# VIM-2 inh – inhibitors of Pseudomonas aeruginosa VIM-2 metallo-beta-lactamase | 290,000 compounds, 0.89% hits | inhibition, % at 5.6 µM | purified VIM-2, nitrocefin hydrolysis, epi-absorbance fluorescence;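 active means inhibition above the mean of all tested compounds plus 3 SD, cutoff set per screening run, cut at about 7.5% in these data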;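 further: red hydrolysis product quenches plate fluorescence so inhibitors raise well fluorescence; 0% = enzyme with DMSO and 100% = DMSO without enzyme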
# Active calls of the source: *; . = no result given.
no.	mol	IDE cell inh	PfM18AAP inh	IMP-1 inh	pCIP destab	GPR7 antag
1	C/C(=N\NC(=S)NCc1ccccc1)c1ccccc1	-6	5	0.4	3	-6
2	CSc1ccc(-c2sc(Nc3ccccc3)n[n+]2-c2ccc(F)cc2)cc1	-3	18	-3.7	-10	5
3	COc1ccc(S(=O)(=O)N(C)c2ccc(C(=O)NC3CC3)cc2)cc1	0	6	-1.9	0	-2
4	COc1cc(OC)cc(C(=O)NC(C)CCc2ccccc2)c1 (stereo unspecified)	7	-3	-0.5	8	-9
5	CCOc1ccc(CN2CCN(Cc3cccc4nonc34)CC2CCO)cc1 (stereo unspecified)	2	-7	-2.8	-10	-15
6	COc1ccc(NC(=O)Nc2ncccc2C)cc1	3	-4	2.8	-4	-7
7	COc1cc(/C=C2\C(=O)N(c3ccccc3)N=C2C)ccc1Oc1ccc([N+](=O)[O-])cc1[N+](=O)[O-]	2	10	-3.4	-9	-15
8	CCc1ccc(NC(=O)C(C)Sc2nc(-c3ccco3)c(C#N)c(=O)[nH]2)cc1 (stereo unspecified)	-1	10	-0.7	-9	-18

no.	IDE act	NALP1 inh	PHOSPHO1 block	VIM-2 inh
1	5	16	-2	-3.4
2	1	21	-30	-2.1
3	0	14	-97	-1.0
4	3	13	20	-0.3
5	1	1	50	-2.6
6	4	6	2	-0.3
7	5	19	-22	-2.7
8	-3	10	6	-0.8

# The list goes on.
no.	mol	IDE cell inh	PfM18AAP inh	IMP-1 inh	pCIP destab	GPR7 antag
9	Cc1nnc(NC(=O)CSc2nc3ccccc3o2)s1	4	5	-1.6	4	0
10	CSc1nnc(NC(=O)c2cccc(S(=O)(=O)N3CCOCC3)c2)s1	-3	3	-0.7	7	-23
11	Cc1cc(=O)[nH]c(N2CCCC2)n1	-7	9	-0.7	-15	-17
12	Cc1ccc(Oc2ccc(Cl)cc2NC(=O)c2ccc(F)cc2F)cc1	-4	0	-2.6	-1	-11
13	O=C1CCC(=O)N1c1ccc(S(=O)(=O)Nc2cccc([N+](=O)[O-])c2)cc1	-9	-4	-0.3	5	3
14	COc1cccc(NC(=O)C(OC(=O)c2ccc([N+](=O)[O-])o2)c2ccccc2)c1 (stereo unspecified)	5	-4	0.2	0	-5
15	O=C1CCC(=O)N(O)CCCCCNC(=O)CCC(=O)N(O)CCCCNC(=O)CCC(=O)N(O)CCCCCN1	0	.	.	2	.
16	O=c1[nH]cnc2c1c(-c1ccccc1)cn2-c1ccc(F)cc1	-5	1	-1.9	-10	-7

no.	IDE act	NALP1 inh	PHOSPHO1 block	VIM-2 inh
9	-1	1	-48	-3.8
10	0	15	29	-2.8
11	5	-2	-7	-0.9
12	2	21	3	-2.5
13	-2	24	.	0.1
14	3	0	1	-1.1
15	4	-4	18	.
16	4	20	10	-3.2

# Continued.
no.	mol	IDE cell inh	PfM18AAP inh	IMP-1 inh	pCIP destab	GPR7 antag
17	O=C(Nc1ccc(Cc2ccc(NC(=O)C3CC3)c(O)c2)cc1O)C1CC1	6	1	-0.2	-6	-2
18	Brc1cccc(/C=N\n2cnnc2)c1	-8	12	-4.8	-9	-3
19	Cc1nc(C(=O)NNC(=O)c2c(-c3c(Cl)cccc3Cl)noc2C)cs1	2	2	-4.0	-5	-13
20	CCC(C(=O)N1CCOCC1)n1nc(C)n2c(cc3cc(C)ccc32)c1=O (stereo unspecified)	-7	-5	-1.1	6	-10
21	COc1ccc(N2CCN(C(=O)CN3CCN(c4nc(-c5ccc(F)cc5)cs4)CC3)CC2)cc1	-8	2	-1.0	-22	14
22	CCN1CCN(C(c2cccs2)C(C)NS(=O)(=O)c2ccc(F)cc2)CC1 (stereo unspecified)	-5	-1	-2.1	-2	11
23	COc1cccc(NC(=O)CCNS(=O)(=O)c2ccc3c(c2)CC(C)N3C(=O)C2CC2)c1 (stereo unspecified)	-3	-9	-0.9	-6	1
24	COc1ccccc1-n1nc(C)c(-c2ccccc2)c1N	4	4	-2.3	9	15

no.	IDE act	NALP1 inh	PHOSPHO1 block	VIM-2 inh
17	2	10	-6	-0.3
18	1	2	-5	-3.0
19	1	.	36	-4.0
20	-5	19	-14	1.4
21	2	5	41	-0.2
22	5	.	19	1.1
23	5	17	22	-0.6
24	5	7	12	-1.2

# More results.
no.	mol	IDE cell inh	PfM18AAP inh	IMP-1 inh	pCIP destab	GPR7 antag
25	COc1ccccc1C(c1nnnn1C(C)(C)C)N1CCN(Cc2ccncc2)CC1 (stereo unspecified)	1	-6	-3.2	-1	-7
26	N#CCC(=N)N1CCN(c2cccc(Cl)c2)CC1	-2	-2	-1.2	3	3
27	O=C(CCCN1C(=O)C2CC=CCC2C1=O)Nc1ccccc1F (stereo unspecified)	-5	-10	-1.0	-7	-7
28	CC(C)(C)NC(=O)COC(=O)c1cc(F)c(F)cc1Cl	3	-3	-4.9	3	3
29	O=C(COc1ccc2oc(-c3ccco3)cc(=O)c2c1)N1CCCCC1	10	-3	-1.3	-6	2
30	CC(=O)c1cccc(NC(=O)c2cc(-c3ccc(F)cc3)on2)c1	-4	0	-0.1	-9	8
31	Cc1cc(C)cc(N(CC(=O)NC(C)C)C(=O)CCC(=O)Nc2ccccn2)c1	4	6	-1.7	-8	-17
32	O=C(N/C(=C/c1cccs1)C(=O)N1CCOCC1)c1ccccc1	6	2	-3.0	12	-9

no.	IDE act	NALP1 inh	PHOSPHO1 block	VIM-2 inh
25	1	13	20	-4.3
26	3	36	-14	-1.1
27	-2	7	-16	-1.1
28	-1	-14	14	-2.8
29	-1	-5	47	-1.0
30	5	-2	11	1.5
31	4	-12	26	-1.6
32	2	-5	-16	0.2

# (next part)
no.	mol	IDE cell inh	PfM18AAP inh	IMP-1 inh	pCIP destab	GPR7 antag
33	CC(=O)N/N=C(\N)c1nonc1N	4	0	-0.5	-8	-8
34	CCCN(C(=O)C(C)Oc1cccc(Cl)c1)c1c(N)n(Cc2ccccc2)c(=O)[nH]c1=O (stereo unspecified)	-2	-2	-0.4	4	10
35	N#Cc1ccccc1/C=N/Nc1nc(-c2ccccc2)c2cc(Br)ccc2n1	0	-1	-4.1	-10	-12
36	O=C(COc1cc(F)ccc1[N+](=O)[O-])Nc1cccc(Br)c1	11	-6	-1.4	-10	-9
37	Clc1ccc(OCc2cc(-c3ccccc3)no2)c(Cl)c1	-6	-3	-3.3	-2	-4
38	Cc1ccc(S(=O)(=O)N2CCC(NC(=O)c3ccccc3)CC2)cc1	-3	-3	-1.2	-6	5
39	COc1ccnc(CSC(N)=Nc2ccc(F)cc2)c1	5	2	-3.3	-7	2
40	Cc1ccc(Nc2nc3ccccc3n3cnnc23)cc1C	-2	7	-3.1	-5	-23

no.	IDE act	NALP1 inh	PHOSPHO1 block	VIM-2 inh
33	.	.	23	-2.2
34	4	20	53	-1.8
35	-1	16	46	-7.2
36	3	0	29	-0.2
37	0	38	47	-2.6
38	1	18	5	-2.2
39	2	0	13	-1.6
40	6	5	31	-0.5

# Other structures
no.	mol	IDE cell inh	PfM18AAP inh	IMP-1 inh	pCIP destab	GPR7 antag
41	O=C(c1c(F)cccc1F)N1CCCC1	-3	0	-2.0	3	-20
42	CCC(c1nnnn1CCOC)N(Cc1cc2c(C)cc(C)cc2[nH]c1=O)CC1CCCO1 (stereo unspecified)	8	10	-3.0	-10	7
43	O=S(=O)(Nc1nc2ccccc2nc1NCc1ccco1)c1cccs1	4	13	-3.6	-1	-6
44	Cc1c(-c2ccccc2)sc(Br)c1C(=O)N1CCOCC1	4	-1	-3.5	1	5
45	O=C(Oc1ccc(C(=S)N2CCOCC2)cc1)c1cccc([N+](=O)[O-])c1	0	21	-2.3	10	8
46	COc1ccc(C(CC(=O)O)NC(=O)COc2cc(C)ccc2C)cc1OC (stereo unspecified)	9	6	-0.8	-7	-1
47	C[n+]1cn(Cc2cc(Cl)ccc2OC(F)F)c2ccccc21	8	0	-3.5	-6	6
48	S=c1[nH]nc(-c2ccco2)n1/N=C/c1ccc(Cl)cc1	3	31*	-2.7	8	-8

no.	IDE act	NALP1 inh	PHOSPHO1 block	VIM-2 inh
41	0	0	-3	-1.3
42	3	12	-15	-1.5
43	10	30	-10	-1.5
44	10	1	-4	-2.9
45	-3	-2	-18	-1.5
46	.	30	-7	-0.7
47	2	24	26	-2.6
48	1	22	-7	-3.3

# (more compounds)
no.	mol	IDE cell inh	PfM18AAP inh	IMP-1 inh	pCIP destab	GPR7 antag
49	CCN(C(=O)CSc1nnc(Nc2ccccc2)s1)C1CCS(=O)(=O)C1 (stereo unspecified)	4	-2	-0.4	5	1
50	O=C(Nc1ccccc1)N(C1=NCCC1)c1ccc(OC(F)F)cc1	0	5	-5.3	-9	0
51	COc1cccc(/C=N/NC(=O)CN(C2=NS(=O)(=O)c3ccccc32)c2ccccc2)c1	2	14	-1.3	1	8
52	Cc1ccc(NC(=O)NCc2nc3ccccc3n2C)cc1	1	-21	-3.0	-5	-13
53	CC1=CC(=O)[C@H]2C(C)(C)CCC[C@]2(C)[C@@]1(O)CO	5	-2	-1.1	-4	-10
54	Cc1cc(C)c2nc(-c3cccc(Cl)c3)c(C)c(C(=O)N3CCOCC3)c2c1	12	-6	-3.8	-4	-11
55	N/C(Cc1ccc([N+](=O)[O-])cc1)=N\OC(=O)Cc1ccccc1	5	-12	-4.7	-4	-6
56	COc1ccc(N2CC(C(=O)NCCc3ccc(Cl)cc3)CC2=O)cc1 (stereo unspecified)	-2	-10	-2.0	4	5

no.	IDE act	NALP1 inh	PHOSPHO1 block	VIM-2 inh
49	2	15	1	2.2
50	1	20	16	-3.0
51	1	16	7	0.3
52	0	-6	15	-0.1
53	-1	-3	8	-3.0
54	8	12	9	-1.9
55	-2	22	3	-1.8
56	1	10	16	-0.8

# In the list so far, 10 contain a Cl atom.
no.	mol	IDE cell inh	PfM18AAP inh	IMP-1 inh	pCIP destab	GPR7 antag
12	Cc1ccc(Oc2ccc(Cl)cc2NC(=O)c2ccc(F)cc2F)cc1	-4	0	-2.6	-1	-11
19	Cc1nc(C(=O)NNC(=O)c2c(-c3c(Cl)cccc3Cl)noc2C)cs1	2	2	-4.0	-5	-13
26	N#CCC(=N)N1CCN(c2cccc(Cl)c2)CC1	-2	-2	-1.2	3	3
28	CC(C)(C)NC(=O)COC(=O)c1cc(F)c(F)cc1Cl	3	-3	-4.9	3	3
34	CCCN(C(=O)C(C)Oc1cccc(Cl)c1)c1c(N)n(Cc2ccccc2)c(=O)[nH]c1=O (stereo unspecified)	-2	-2	-0.4	4	10
37	Clc1ccc(OCc2cc(-c3ccccc3)no2)c(Cl)c1	-6	-3	-3.3	-2	-4
47	C[n+]1cn(Cc2cc(Cl)ccc2OC(F)F)c2ccccc21	8	0	-3.5	-6	6
48	S=c1[nH]nc(-c2ccco2)n1/N=C/c1ccc(Cl)cc1	3	31*	-2.7	8	-8
54	Cc1cc(C)c2nc(-c3cccc(Cl)c3)c(C)c(C(=O)N3CCOCC3)c2c1	12	-6	-3.8	-4	-11
56	COc1ccc(N2CC(C(=O)NCCc3ccc(Cl)cc3)CC2=O)cc1 (stereo unspecified)	-2	-10	-2.0	4	5

no.	IDE act	NALP1 inh	PHOSPHO1 block	VIM-2 inh
12	2	21	3	-2.5
19	1	.	36	-4.0
26	3	36	-14	-1.1
28	-1	-14	14	-2.8
34	4	20	53	-1.8
37	0	38	47	-2.6
47	2	24	26	-2.6
48	1	22	-7	-3.3
54	8	12	9	-1.9
56	1	10	16	-0.8
